Compound activity from PubChem.
KLK5 inh: human KLK5 protease inhibitors, primary screen, biochemical, 1536-well | Kallikrein-5 (Homo sapiens), Q9Y337 | recombinant hK5, fluorogenic AMC substrate cleavage | actives 0.59% (n = 210,000) | inhibition, % at 5 µM | AID 873, 2007;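 active = inhibition of 40% or more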;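 also: 0% = enzyme controls without compound and 100% = no-enzyme blanks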
Target sequence (Q9Y337 67-293 limits assumed): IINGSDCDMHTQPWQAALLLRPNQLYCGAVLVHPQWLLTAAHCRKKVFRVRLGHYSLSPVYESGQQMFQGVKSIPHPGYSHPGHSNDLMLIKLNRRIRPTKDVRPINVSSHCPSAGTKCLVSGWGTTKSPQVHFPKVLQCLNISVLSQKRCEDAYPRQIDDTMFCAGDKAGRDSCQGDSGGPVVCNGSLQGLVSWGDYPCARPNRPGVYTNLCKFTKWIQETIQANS
FXIIa inh 1536: human FXIIa protease inhibitors, primary screen, biochemical, 1536-well. inhibition, % at 5 µM. AID 800, 2007. Coagulation factor XII (Homo sapiens), P00748. actives 0.3% (n = 220,000). purified FXIIa, Boc-QGR-AMC fluorogenic substrate, 2 h; in the data active = inhibition above about 40%;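 also: 0% = enzyme with no compound and 100% = blank without enzyme; many of its hits are not listed in these tables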
eIF4E 4G PPI: eIF4E–eIF4G protein interaction inhibitors, primary screen, biochemical, uHTS, TR-FRET, eIF4GI fragment | Eukaryotic translation initiation factor 4E (Mus musculus) + Eukaryotic translation … | TR-FRET eIF4E-eIF4GI(517-606) binding, 2 h | inhibition, % at 21.7 µM | actives 0.37% (n = 220,000);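 active = inhibition above about 30%, limit read from the data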;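 also: 0% = full FRET control wells and 100% = background wells lacking eIF4GI fragment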
Rad51 HR inh: human RAD51 strand exchange inhibitors, primary screen, biochemical, fluorescence | hRad51 DNA strand exchange, fluorescence dequenching | actives 0.085% (n = 200,000) | inhibition, % at 10 µM | AID 1385, 2008 | DNA repair protein RAD51 homolog 1 (Homo sapiens), Q06609;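 active = inhibition above 40% at the single screening dose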;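 also: 0% = DMSO control wells and 100% = blanks with heterologous ssDNA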
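Test system – preformed human Rad51 ssDNA filaments · Reagent – Donor/quencher-labelled 47-bp dsDNA substrate · Incubation – 37 °C 15-min filament assembly, 30-min compound preincubation, 15-min exchange · Signal – FRET fluorescence dequenching, excitation 485 nm, emission 520 nm · Read-out – percent inhibition from fluorescence, normalised to plate control and blank means · Benchmarks – plate control and blank wells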
14-3-3 Bad PPI: inhibitors of 14-3-3 zeta/Bad binding, primary screen, biochemical, TR-FRET, bovine 14-3-3 zeta. 14-3-3 protein zeta/delta (Bos taurus), P63103. TR-FRET 14-3-3zeta/Dy647-pBad peptide displacement, 1 h. inhibition, % at 21.7 µM. actives 0.71% (n = 220,000). AID 781, 2007;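 active = inhibition above about 70%, limit read from the data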;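 also: 0% = full 14-3-3 plus peptide FRET controls and 100% = background without 14-3-3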
Wee1 stabilizer: Wee1 degradation inhibitors, primary screen, cell-based, HeLa, Wee1K328M-luciferase, luminescence | Wee1-like protein kinase (Homo sapiens), P30291 | HeLa Luc-Wee1K328M stability; 100% = proteasome inhibitor MG132 effect | reporter increase, % at 5 µM | actives 1.2% (n = 220,000) | AID 1321, 2008;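 active = activation above the mean of all tested compounds plus 3 SD, set per screening run, cut at about 8.8% in these data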;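 also: cells exposed to compound for 20 h before luminescence read; 0% = DMSO alone and 100% = MG132 at 30 µM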
p97 ATPase inh: inhibitors of human p97 ATPase, primary screen, biochemical | Transitional endoplasmic reticulum ATPase (Homo sapiens), P55072 | recombinant p97 ATPase, Kinase-Glo ATP luminescence, 3 h | inhibition, % at 8 µM | actives 0.42% (n = 220,000) | AID 1481, 2009; in the data active = inhibition above about 15%;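 also: 0% = DMSO vehicle and 100% = wells lacking enzyme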
Target sequence (P55072 whole entry, looked up): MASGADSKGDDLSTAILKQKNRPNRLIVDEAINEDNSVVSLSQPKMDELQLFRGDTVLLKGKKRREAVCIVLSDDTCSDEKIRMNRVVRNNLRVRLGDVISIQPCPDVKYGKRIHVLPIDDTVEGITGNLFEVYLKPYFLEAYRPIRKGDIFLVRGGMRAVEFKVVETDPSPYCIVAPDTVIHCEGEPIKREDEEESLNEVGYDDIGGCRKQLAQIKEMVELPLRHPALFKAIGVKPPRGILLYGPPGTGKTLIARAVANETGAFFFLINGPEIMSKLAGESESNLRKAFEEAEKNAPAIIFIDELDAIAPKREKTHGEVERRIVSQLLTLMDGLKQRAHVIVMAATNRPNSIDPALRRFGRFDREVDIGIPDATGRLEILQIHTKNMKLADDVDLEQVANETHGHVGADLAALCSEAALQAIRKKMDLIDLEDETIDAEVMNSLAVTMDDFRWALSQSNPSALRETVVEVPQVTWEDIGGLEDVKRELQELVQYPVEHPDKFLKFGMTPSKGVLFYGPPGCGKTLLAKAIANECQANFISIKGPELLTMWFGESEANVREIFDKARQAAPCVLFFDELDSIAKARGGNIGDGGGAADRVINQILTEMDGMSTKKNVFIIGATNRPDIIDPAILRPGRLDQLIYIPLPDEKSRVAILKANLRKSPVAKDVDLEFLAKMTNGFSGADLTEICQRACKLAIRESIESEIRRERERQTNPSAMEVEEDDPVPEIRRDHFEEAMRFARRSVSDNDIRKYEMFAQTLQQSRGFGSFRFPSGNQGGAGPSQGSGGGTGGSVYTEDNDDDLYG
MDM2 E3 inh: MDM2-luciferase reporter signal enhancers, primary screen, MDM2 E3 ligase inhibitor project, cell-based, luminescence, 1536-well; E3 ubiquitin-protein ligase Mdm2 (Homo sapiens), Q00987; cell-based MDM2 ubiquitination luciferase reporter, 2 h; 0 = plate control, 100 = twice control, blank-subtracted; signal enhancement, % at 5 µM; actives 0.11% (n = 210,000); AID 1230, 2008;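 active = signal enhancement of 30% or more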;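 also: luminescence tracks abundance of the self-degrading MDM2-luciferase fusion protein; higher signal means inhibition of MDM2 E3 ligase activity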
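system = mammalian cells stably expressing self-ubiquitinating, self-degrading MDM2 E3–luciferase fusion | quantity = 2000 cells per well seeded | incubation = 4 h cell settling then 2 h compound exposure, 37 °C | signal = SteadyLite luminescence, 15 min reagent step | benchmarks = plate control and blank wells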
FXIa inh: human FXIa protease inhibitors, primary screen, biochemical, 1536-well. inhibition, % at 5 µM. purified FXIa, Boc-Glu-Ala-Arg-AMC fluorogenic substrate. AID 798, 2007. actives 0.14% (n = 220,000);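 active = inhibition of at least 40%; inactive = inhibition below 40%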;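 also: fluorescence of freed AMC excited at 355 nm; 0% = enzyme without compound and 100% = no enzyme blank; many of its hits are not listed in these tables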
Starred values were filed as active, the others as inactive; [ ] = dose if it differs, or a comment.

Screening Cc1ccc(C(=O)N2CCCC2)cc1S(=O)(=O)Nc1cccc(C)c1C returned KLK5 inh -22.1, FXIIa inh 1536 2.1, eIF4E 4G PPI -2.3, Rad51 HR inh -13.0, 14-3-3 Bad PPI -11.0, Wee1 stabilizer 0.2, p97 ATPase inh 2.2, MDM2 E3 inh -6.7 and FXIa inh 11.7.
Screening Cc1nnc(SCC(=O)Nc2ccc3c(c2)OCCO3)n1N returned KLK5 inh -3.0, FXIIa inh 1536 13.0, eIF4E 4G PPI -3.2, Rad51 HR inh 4.4, 14-3-3 Bad PPI 23.4, Wee1 stabilizer -0.9, p97 ATPase inh -4.3, MDM2 E3 inh -5.8 and FXIa inh 4.5.
CCSc1nnc(NC(=O)c2c(-c3ccccc3Cl)noc2C)s1 was read as KLK5 inh -12.8, FXIIa inh 1536 35.7, eIF4E 4G PPI -7.5, Rad51 HR inh 6.5, 14-3-3 Bad PPI -7.5[fluorescence artefact?], Wee1 stabilizer -2.4, p97 ATPase inh 5.7, MDM2 E3 inh -13.6 and FXIa inh 33.0.
Screening O=C(NCCC(c1ccccc1)c1ccco1)c1cccs1 (configuration not stated) returned KLK5 inh -4.8, FXIIa inh 1536 1.9, eIF4E 4G PPI 1.2, Rad51 HR inh -378.9, 14-3-3 Bad PPI 6.7, Wee1 stabilizer 0.1, p97 ATPase inh 6.1, MDM2 E3 inh -14.2 and FXIa inh -1.7.
For O=C(Nc1nnc(SCc2ccc(Cl)cc2)s1)c1cnccn1 the results were KLK5 inh -25.9, FXIIa inh 1536 10.2, eIF4E 4G PPI 3.4[fluorescence artefact?], Rad51 HR inh 3.0, 14-3-3 Bad PPI -9.0, Wee1 stabilizer -0.3, p97 ATPase inh -2.9, MDM2 E3 inh -11.7 and FXIa inh 0.1.
Screening CCCCOC(=O)/C(=C\c1ccc([N+](=O)[O-])o1)NC(=O)c1ccccc1 returned KLK5 inh 18.3, FXIIa inh 1536 15.4, eIF4E 4G PPI 4.9, Rad51 HR inh 6.7, 14-3-3 Bad PPI 0.8[fluorescence artefact?], Wee1 stabilizer -2.6, p97 ATPase inh 1.1, MDM2 E3 inh -7.0 and FXIa inh 6.0.
NC(=O)NNC(=S)Nc1cccc2ccccc12 was read as KLK5 inh -8.4, FXIIa inh 1536 -1.4, eIF4E 4G PPI -1.6, 14-3-3 Bad PPI -0.5, Wee1 stabilizer -1.7, p97 ATPase inh -0.6, MDM2 E3 inh -2.9 and FXIa inh -3.0.
For Cc1nc2ccccc2nc1OCC(=O)Nc1ccccc1 the results were KLK5 inh 18.3, FXIIa inh 1536 8.4, eIF4E 4G PPI -1.2, Rad51 HR inh 9.4, 14-3-3 Bad PPI 0.5, Wee1 stabilizer -1.7, p97 ATPase inh 3.6, MDM2 E3 inh -18.3 and FXIa inh -0.3.
Screening COc1ccc(F)cc1C(=O)C1CCCN(C(=O)CCN2CCCCO2)C1 (configuration not stated) returned FXIIa inh 1536 12.5, eIF4E 4G PPI -0.4, 14-3-3 Bad PPI -4.8, Wee1 stabilizer -1.6, p97 ATPase inh -0.8, MDM2 E3 inh 11.6 and FXIa inh 2.6.
`O=S(=O)(NCC(c1ccco1)N1CCN(c2ccc(F)cc2)CC1)c1ccc2c(c1)OCCO2` (configuration not stated) gave KLK5 inh -5.2, FXIIa inh 1536 8.8, eIF4E 4G PPI 3.4, Rad51 HR inh -9.6, 14-3-3 Bad PPI -8.9, Wee1 stabilizer 0.8, p97 ATPase inh -0.7, MDM2 E3 inh -5.7 and FXIa inh -4.0.
`CC(=O)c1ccc(N2CCN(C(=O)c3ccc(Cn4c(=S)[nH]c5ccc(N6CCOCC6)cc5c4=O)cc3)CC2)cc1` gave KLK5 inh -9.5, FXIIa inh 1536 4.9, eIF4E 4G PPI -17.7, Rad51 HR inh 4.6, 14-3-3 Bad PPI -11.3, Wee1 stabilizer -0.8, p97 ATPase inh 4.6, MDM2 E3 inh 8.5 and FXIa inh -11.7.
Cc1cc(S(=O)(=O)Nc2cccc(O)c2)c(C)s1 was read as KLK5 inh 1.2, FXIIa inh 1536 6.1, eIF4E 4G PPI 3.0, Rad51 HR inh 5.1, 14-3-3 Bad PPI -4.9, Wee1 stabilizer 0.3, p97 ATPase inh 5.5, MDM2 E3 inh 4.9 and FXIa inh -9.3.
`CCOC(=O)CC1ON(C)C(=O)N1c1ccc(Cl)cc1Cl` (configuration not stated) gave KLK5 inh -21.4, FXIIa inh 1536 9.9, eIF4E 4G PPI -0.4[fluorescence artefact?], 14-3-3 Bad PPI -7.8, Wee1 stabilizer -1.9, p97 ATPase inh -0.7, MDM2 E3 inh 0.3 and FXIa inh 3.0.
For COC(=O)C1=C(C(=O)OC)[C@@H]2N(Cc3ccccc3)c3ccccc3[C@@]23C[C@@H](C(=O)OC)N=C3N1 the results were KLK5 inh -2.9, FXIIa inh 1536 1.9, eIF4E 4G PPI 0.4, Rad51 HR inh -5.2, 14-3-3 Bad PPI 1.6, MDM2 E3 inh 2.6 and FXIa inh -3.9.
C=CCN(C)NC(=S)Nc1ccccc1 was read as KLK5 inh -6.6, FXIIa inh 1536 10.3, eIF4E 4G PPI 8.9, Rad51 HR inh -14.2, 14-3-3 Bad PPI 0.6, Wee1 stabilizer 3.9, p97 ATPase inh 5.8, MDM2 E3 inh 15.7 and FXIa inh 6.4.
Screening N#CCSc1nc(-c2ccccc2)c2cc(Cl)ccc2n1 returned KLK5 inh -10.1, FXIIa inh 1536 0.7, eIF4E 4G PPI 0.1, 14-3-3 Bad PPI -2.4, Wee1 stabilizer 0.5, p97 ATPase inh 2.9, MDM2 E3 inh -2.4 and FXIa inh -0.5.
Screening Cc1ccc(NC(=O)CSc2nnc(Cn3cnc4ccccc43)o2)c(C)c1 returned KLK5 inh -7.0, FXIIa inh 1536 3.0, eIF4E 4G PPI 5.3, Rad51 HR inh -0.5, 14-3-3 Bad PPI 8.4, Wee1 stabilizer -3.6, p97 ATPase inh 0.3, MDM2 E3 inh -21.1 and FXIa inh -5.4.
For NC(=O)C1(N2CCCCC2)CCN(C(=O)c2ccc(C#Cc3ccccc3)o2)CC1 the results were KLK5 inh 5.5, FXIIa inh 1536 4.8, eIF4E 4G PPI 1.1, Rad51 HR inh -12.3, 14-3-3 Bad PPI 7.0, Wee1 stabilizer 1.2, p97 ATPase inh -2.0, MDM2 E3 inh -4.2 and FXIa inh -25.2.
Screening COc1cccc(OCC(O)CN2CCOCC2)c1 (configuration not stated) returned KLK5 inh -12.3, FXIIa inh 1536 29.3, eIF4E 4G PPI -4.2, 14-3-3 Bad PPI 17.1, Wee1 stabilizer -3.2, p97 ATPase inh -6.7, MDM2 E3 inh -56.0 and FXIa inh 17.3.
For Oc1ccc(/C=N/Nc2ccnc3cc(Cl)ccc23)cc1O the results were KLK5 inh 11.1, FXIIa inh 1536 4.1, eIF4E 4G PPI -15.0, Rad51 HR inh 12.8, 14-3-3 Bad PPI 44.7, Wee1 stabilizer 2.5, p97 ATPase inh 33.3* and FXIa inh -0.1.

Grouped by structure: those above with a thiophene ring, fused or not (two)
Screening O=C(NCCC(c1ccccc1)c1ccco1)c1cccs1 (configuration not stated) returned KLK5 inh -4.8, FXIIa inh 1536 1.9, eIF4E 4G PPI 1.2, Rad51 HR inh -378.9, 14-3-3 Bad PPI 6.7, Wee1 stabilizer 0.1, p97 ATPase inh 6.1, MDM2 E3 inh -14.2 and FXIa inh -1.7.
Cc1cc(S(=O)(=O)Nc2cccc(O)c2)c(C)s1 was read as KLK5 inh 1.2, FXIIa inh 1536 6.1, eIF4E 4G PPI 3.0, Rad51 HR inh 5.1, 14-3-3 Bad PPI -4.9, Wee1 stabilizer 0.3, p97 ATPase inh 5.5, MDM2 E3 inh 4.9 and FXIa inh -9.3.

Other compounds follow:
`CCN(CC)C(=O)CN1C(=O)C2(NC(=O)c3ccccc3N2)c2ccccc21` (configuration not stated) gave KLK5 inh -1.2, FXIIa inh 1536 2.0, eIF4E 4G PPI -1.8, Rad51 HR inh -2.8, 14-3-3 Bad PPI -1.5, Wee1 stabilizer -2.4, p97 ATPase inh 6.7, MDM2 E3 inh -0.1 and FXIa inh -1.1.
`O=C(NCc1ccncc1)C(=O)NC1CC1` gave KLK5 inh -2.3, FXIIa inh 1536 10.3, eIF4E 4G PPI -2.6, Rad51 HR inh 1.1, 14-3-3 Bad PPI 8.2, Wee1 stabilizer 1.9, p97 ATPase inh -2.0, MDM2 E3 inh -11.9 and FXIa inh -0.3.
`O=C(C1Cc2ccccc2O1)N1CCCCC1` (configuration not stated) gave KLK5 inh -3.8, FXIIa inh 1536 5.5, eIF4E 4G PPI 0.9, Rad51 HR inh 1.8, 14-3-3 Bad PPI -10.5[fluorescence artefact?], Wee1 stabilizer 2.7, p97 ATPase inh 11.0, MDM2 E3 inh -9.1 and FXIa inh -4.5.
O=C(COC(=O)c1ccc([N+](=O)[O-])s1)NC(=O)NCc1ccccc1 was read as KLK5 inh -5.8, FXIIa inh 1536 3.1, eIF4E 4G PPI 4.6, Rad51 HR inh -8.8, 14-3-3 Bad PPI -3.9, Wee1 stabilizer -3.0, p97 ATPase inh 5.5, MDM2 E3 inh 25.0 and FXIa inh -3.5.
`CCOC(=O)N1CCN=C1SCc1ccc(Cl)c(Cl)c1` gave KLK5 inh 16.1, FXIIa inh 1536 33.3, eIF4E 4G PPI -0.8, Rad51 HR inh -2.8, 14-3-3 Bad PPI -1.1, Wee1 stabilizer -1.9, p97 ATPase inh -3.8, MDM2 E3 inh -15.4 and FXIa inh 27.1.
`CCC(Oc1ccccc1)C(=O)Nc1ccc(S(=O)(=O)NCC2CCCO2)cc1` (configuration not stated) gave KLK5 inh -7.0, FXIIa inh 1536 4.7, Rad51 HR inh 11.4, Wee1 stabilizer 4.5, p97 ATPase inh 3.7, MDM2 E3 inh -8.4 and FXIa inh 0.4.
For CN(C)/C=N/C(=S)Nc1cc(Cl)cc(Cl)c1 the results were KLK5 inh -21.0, FXIIa inh 1536 -4.7, eIF4E 4G PPI 0.6, Rad51 HR inh 0.8, 14-3-3 Bad PPI -1.3, Wee1 stabilizer 0.6, p97 ATPase inh 2.6, MDM2 E3 inh -0.8 and FXIa inh 5.6.
